RAD54 inh: inhibitors of human RAD54 branch migration, primary screen, biochemical, fluorescence, single point; RAD54 Holliday junction branch migration, FAM/BHQ fluorescence; inhibition, % at 10.4 µM; 0.14% of 360,000 active; AID 602329, 2012;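 active = mean normalized replicate activity at least 40 and at least half of replicates scoring 40 or more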;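 also: 0% = median of neutral control wells and 100% = median of positive control wells; inhibitors cause a drop in the FAM fluorescence signal; in these data hits start at about 50%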
Target sequence (Q92698 whole entry, looked up): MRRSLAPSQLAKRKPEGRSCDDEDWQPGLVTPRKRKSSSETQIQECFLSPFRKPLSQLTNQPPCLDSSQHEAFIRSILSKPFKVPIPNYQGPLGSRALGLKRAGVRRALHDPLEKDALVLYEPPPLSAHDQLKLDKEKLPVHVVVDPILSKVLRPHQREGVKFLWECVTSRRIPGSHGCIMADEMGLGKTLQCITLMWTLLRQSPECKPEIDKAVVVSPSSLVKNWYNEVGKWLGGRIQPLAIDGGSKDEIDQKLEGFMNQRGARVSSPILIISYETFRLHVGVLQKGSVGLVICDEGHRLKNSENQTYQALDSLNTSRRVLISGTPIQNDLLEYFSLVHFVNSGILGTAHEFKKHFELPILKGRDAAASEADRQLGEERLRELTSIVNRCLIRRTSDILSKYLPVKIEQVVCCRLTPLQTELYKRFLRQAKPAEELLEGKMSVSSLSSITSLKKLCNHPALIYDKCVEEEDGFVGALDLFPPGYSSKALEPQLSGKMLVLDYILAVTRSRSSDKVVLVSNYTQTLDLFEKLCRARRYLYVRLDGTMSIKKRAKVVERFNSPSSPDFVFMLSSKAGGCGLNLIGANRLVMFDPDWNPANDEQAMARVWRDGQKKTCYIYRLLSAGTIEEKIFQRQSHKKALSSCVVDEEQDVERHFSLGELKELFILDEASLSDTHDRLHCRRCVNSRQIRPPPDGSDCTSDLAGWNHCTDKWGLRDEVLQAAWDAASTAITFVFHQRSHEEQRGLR
* = called active by the depositor.

SMILES	RAD54 inh
Cc1ccc(C(=O)NC2(C(F)(F)F)N=C3SCCN3C2=O)cc1 (centres undefined)	-1
COc1ccc(S(=O)(=O)NC(CC(=O)NCC2CCCO2)c2ccco2)cc1 (centres undefined)	-7
COc1ccccc1NC(=O)CSc1nnc(-c2ccoc2C)n1CC1CCCO1 (centres undefined)	-8
Cc1cc(C)cc(C(=O)n2cnnc2N)c1	7
O=C(NCCc1ccccc1)c1cc(S(=O)(=O)N2CCOCC2)ccc1F	-3
Cc1ccc(NS(=O)(=O)c2ccc(C(=O)N3CCN(c4ccccn4)CC3)cc2)cc1	2
CC(=O)N1N=C(c2ccc(Cl)cc2)OC1c1ccc(C(C)C)cc1 (centres undefined)	3
O=S(=O)(Nc1cccc(CCc2ccccn2)c1)c1ccc2ccccc2c1	13
CCN1CCN(c2nc(Nc3cccc(C)c3)nc(N)c2[N+](=O)[O-])CC1	16
Cn1c(=O)c2c(nc(CN3CCOCC3)n2CCc2ccccc2)n(C)c1=O	-2
CC1(C)CC(=O)C(C=Nc2ccc(Cl)cn2)=C(O)C1	7
Cc1noc(C)c1COc1ccc(C(=O)OC(C)C(=O)Nc2ccc(N3CCOCC3)cc2)cc1 (centres undefined)	-4
Cc1ccc(-n2ncc(C#N)c2/N=C/N2CCCCCC2)cc1	-1
Cc1c(C(=O)O)sc2nc3n(c(=O)c12)CCCCC3	7
COC(=O)Nc1ccc2c(c1)N(C(=O)CCN1CCN3CCCC3C1)c1ccccc1S2 (centres undefined)	3
Cc1ccc(S(=O)(=O)NCCNC(=O)CN2CCCC2)cc1	0
C=CCn1c(SCC(=O)Nc2ncc(Cc3ccc(C)c(Cl)c3)s2)nnc1-c1ccncc1	-4
C/C=C\C=C/C(=O)Nc1cccc(C2=NOC3(C2)C[C@@H](C(N)=O)N(C(=O)/C=C/CC)C3)c1 (some centres undefined)	-4
COc1ccc(OCC(=O)N2CCN(C(=O)c3cccs3)CC2)cc1	0
CCC(C)c1ccc(OCCn2ccnc2)cc1 (centres undefined)	0
COc1ccc(-n2c(=S)[nH]c3cc(C(=O)Nc4ccc(OC)c(OC)c4)ccc3c2=O)cc1	5
CN1CCC(C2(O)c3ccccc3CSc3sccc32)CC1 (centres undefined)	-7
CCOc1cc(NS(C)(=O)=O)c(OCC)cc1NC(=O)c1cccs1	-3
CC(C)CN(C(=O)CSc1nncs1)c1c(N)n(CC(C)C)c(=O)[nH]c1=O	-10
Cc1ccc2nc(C(C)O)[nH]c2c1 (centres undefined)	1
O=C(CCNS(=O)(=O)c1cccc2nsnc12)N1CCc2ccccc21	2
CC(=O)c1c(C)[nH]c(C(=O)COC(=O)CN(C)S(=O)(=O)c2ccc(Cl)cc2)c1C	7
CC(C)NC(=O)C(C)n1cccc1C(=O)c1ccccc1 (centres undefined)	-8
COC(=O)Cc1ccc(NC(=O)c2ccc(C(C)(C)C)cc2)cc1	2
O=C(CSc1ncn[nH]1)Nc1ccccc1-c1ccccc1	-3

Three compounds already listed, arranged by heavy-atom count, largest number first:
SMILES	RAD54 inh
COc1ccc(OCC(=O)N2CCN(C(=O)c3cccs3)CC2)cc1	0
O=C(CSc1ncn[nH]1)Nc1ccccc1-c1ccccc1	-3
CCC(C)c1ccc(OCCn2ccnc2)cc1 (centres undefined)	0

Going on with the list:
SMILES	RAD54 inh
COc1ccc(C2C3=C(CC(C)(C)CC3=O)Nc3cc4c(cc32)OCO4)cc1 (centres undefined)	-4
Cc1ccc(/C(N)=N/OC(=O)c2cccc(F)c2)cc1	-10
CCc1nc(N2CCOCC2)c(C#N)c2c1CCCC2	-8
O=C(CCc1nc2cccnc2n1Cc1ccccc1)NCCc1ccc(Cl)cc1	2
COc1ccccc1N(C)S(=O)(=O)c1ccc(C(=O)N2CCCC(C(F)(F)F)C2)cc1 (centres undefined)	8
CC(C)(C)NC(=O)CSC(=Nc1cccc(F)c1)NC#N	-3
c1ccc(-c2nc3ccccc3c3nncn23)cc1	-5
O=C(O)C1CSC(c2ccncc2)N1 (centres undefined)	-9
CCOC(=O)c1cnc(SCc2cccc(C)c2)nc1N	5
CSc1nc(-c2ccc(C)cc2)[nH]c1S(=O)(=O)c1ccccc1	-5
N#Cc1cc(-c2ccccc2)nn1-c1ccccc1	3
O=C(O)Cn1ccnc1	-2
CC1CC(C)CN(S(=O)(=O)c2ccccc2[N+](=O)[O-])C1 (centres undefined)	-6
COc1ccc(NC(=O)c2ccc(OC(=S)N(C)c3ccc(OC)cc3)cc2)cc1	1
O=C(Nc1ccc2c(c1)OCO2)c1noc2c1CCCCC2	-13
CC(C)CC(=O)NCCc1ccncc1	6
O=C1Nc2ccc(Cl)cc2C12Nc1ccccc1-c1nnc(SCc3ccccc3F)nc1O2 (centres undefined)	-3
O=c1[nH]c(=S)[nH]nc1Cc1ccccc1	-2
CN1C(=S)SC(N(O)C(=O)Nc2cccc3ccccc23)C1(C)C (centres undefined)	-3
O=[N+]([O-])c1nn(-c2ccc3c(c2)OCCO3)n(O)c1=NCc1ccc(F)cc1	-4
CC(C)NC(=O)NC(=O)CSc1nncn1C	-14
O=C1CC(N2CCN(Cc3ccccc3)CC2)C(=O)N1c1ccc2c(c1)OCCO2 (centres undefined)	0
C(=N\n1cnnc1)/c1nc2ccccc2[nH]1	-1
O=C1CC(C(=O)Nc2ccc(F)c(Cl)c2)N=C(N2CCCCC2)N1 (centres undefined)	0
Cc1ccc(-n2ncc(C#N)c2/N=C/N(C)C)cc1	-2
Nc1nonc1-c1noc(COc2ccccc2Cl)n1	0
O=C(Nc1ccccc1N1CCOCC1)C1CCN(S(=O)(=O)c2ccccc2F)CC1	-11
COc1ccc(CCNC(=O)CN2CCN(S(=O)(=O)c3ccc(Cl)cc3)CC2)cc1OC	-10
CN(C(=S)NC1=CCS(=O)(=O)C1)C1CCCCC1	5
COc1ccc(OC)c(S(=O)(=O)Nc2cc(Cl)cc(Cl)c2)c1	-10
COc1ccc(-c2cnn3c4c(c(C)nc23)CCN4C(C)C)cc1OC	-2
Cc1ccccc1NC(=O)c1ccccc1NS(=O)(=O)c1cccc2cccnc12	-6
CCCCC(=O)Nc1cccc(NC(=O)c2ccc3c(c2)OCO3)c1	-2
C=CCn1c(O)c(N=NC(=O)OC(C)(C)C)c2ccccc21	5
CN(C)S(=O)(=O)c1ccc(Cl)c(NC(=O)CSc2nc3ccccc3c(=O)n2CCCN2CCOCC2)c1	-7
O=C(CNc1ccc(Br)cc1)NNC1=NCCC1	1
CC(C)NC(=O)c1ccc(OC2CSC2)cc1	-11
CCN1C(=O)N(CC)C2NC(=S)NC21 (centres undefined)	1
CCC(C(=O)NC1CCCC1)N(C(=O)Cn1nnc(-c2cccs2)n1)c1cnc2ccccc2c1 (centres undefined)	1
CCCOc1ccc(N2C(=O)CC(NCCCN3CCC(C(N)=O)CC3)C2=O)cc1 (centres undefined)	-8
O=C(c1ccccc1-c1ccccc1)N1CCN(c2ccccn2)CC1	4
CC(=O)NC1CCN(C(=O)N2CCCC2)CC1	14
Cc1ccc(-c2nnn(CC(=O)NCCC3=CCCCC3)n2)cc1	-8
CC[C@@]12C(=O)N(c3cccc(F)c3)C(=O)N1[C@H](c1ccc(F)cc1)[C@@H]1C(=O)N(C3CCCCC3)C(=O)[C@@H]12	-2
CC1CCN(C(=S)NCCc2ccccc2)CC1	0
OCCN1CCN(C2Cc3cc(Cl)ccc3Sc3ccc(Cl)cc32)CC1 (centres undefined) (tested in a mixture with another compound)	6
Oc1c(Cl)cc(Cl)cc1CNc1ccc(Br)cn1	1
CC(C)CCSc1nc2c(c(=O)[nH]c(=O)n2C)n1CCc1ccccc1	-6
O=C(Nc1ccn(Cc2ccc(F)cc2)n1)c1ccncc1	6
COc1cccc(Nc2c(F)c(F)c(F)c(F)c2C(=O)O)c1	2
CCCc1nc2ccccc2c(C(=O)O)c1CC	-15
COc1ccc(Nc2ncc(C(=O)N3CCC(C(N)=O)CC3)c3ccccc23)cc1	0
CCOC(=O)c1[nH]c2ccc(OC)cc2c1NC(=O)c1cccc(OC)c1	-8
c1csc(-c2cnc3ccccc3n2)c1	2
CC(C)(C)n1nnnc1CN1C2CCC1CC(NC(=O)Nc1ccccc1)C2 (centres undefined)	-2
CCCCCCCCCCCC(=O)N/N=C/c1ccco1	5
CCOc1ccc(NC(=O)c2ccc3nccnc3c2)cc1	4
COc1ccccc1C1N(c2ccc(Cl)cc2)C(=O)C2CCCN21 (centres undefined)	1
N=c1c(S(=O)(=O)c2ccccc2)cc2c(=O)n3ccccc3nc2n1CC1CCCO1 (centres undefined)	-8
C=CCn1c(-c2ccc(OC)c(OC)c2)n[nH]c1=S	3

Carrying on:
SMILES	RAD54 inh
COc1ccc(NC(=O)c2ccc(C(=O)c3ccccc3)o2)cc1	-13
CN(C)Cc1cc(C(C)(C)C)c(O)c(C(C)(C)C)c1	7
CC(=O)OC(C(=O)N1CCN(c2ccc(F)cc2)CC1)c1ccccc1 (centres undefined)	3
CCc1[nH]c(=O)c(C#N)c2c1CCCC2	-5
CCC(Sc1nc2cc3c(cc2c(=O)n1Cc1ccco1)OCO3)C(=O)Nc1ccccc1OC (centres undefined)	3
Cc1ccc(-c2nnn(CC(=O)NCC3CC3)n2)o1	-1
COc1ccc(CCn2c(NCCCN3CCOCC3)nc3c2c(=O)[nH]c(=O)n3C)cc1	9
CCCNC(=O)CCn1c(-c2ccc(C)cc2)cc(C(=O)OCC)c1C	3
O=C(O)c1ccc2c(c1)C(c1ccccc1)OC2=O (centres undefined)	-2
CC1(C)CC(=O)C=C(NCc2cccnc2)C1	-8
Cc1nnsc1S(=O)(=O)Cc1ccccc1Cl	11
CN1CC=C2C(C#N)=C(N)C(C#N)(C#N)C(CCc3ccccc3)C2C1 (centres undefined)	-18
C=CCn1c(N)c(C(=O)OCC(C)C)c2nc3ccccc3nc21	4
COC(=O)c1ccc(NC(=O)CN2C(=O)CSC2=O)cc1	-2
CC1CCN(C(=O)c2ccc(COc3ccccc3Cl)o2)CC1	-13

An excerpt of these results, as comma-separated lines:
SMILES,RAD54 inh
O=C(Nc1ccn(Cc2ccc(F)cc2)n1)c1ccncc1,6
COc1cccc(Nc2c(F)c(F)c(F)c(F)c2C(=O)O)c1,2
CCCc1nc2ccccc2c(C(=O)O)c1CC,-15
COc1ccc(Nc2ncc(C(=O)N3CCC(C(N)=O)CC3)c3ccccc23)cc1,0
CCOC(=O)c1[nH]c2ccc(OC)cc2c1NC(=O)c1cccc(OC)c1,-8
c1csc(-c2cnc3ccccc3n2)c1,2
CC(C)(C)n1nnnc1CN1C2CCC1CC(NC(=O)Nc1ccccc1)C2 (centres undefined),-2
CCCCCCCCCCCC(=O)N/N=C/c1ccco1,5
CCOc1ccc(NC(=O)c2ccc3nccnc3c2)cc1,4
COc1ccccc1C1N(c2ccc(Cl)cc2)C(=O)C2CCCN21 (centres undefined),1
N=c1c(S(=O)(=O)c2ccccc2)cc2c(=O)n3ccccc3nc2n1CC1CCCO1 (centres undefined),-8
C=CCn1c(-c2ccc(OC)c(OC)c2)n[nH]c1=S,3
COc1ccc(NC(=O)c2ccc(C(=O)c3ccccc3)o2)cc1,-13
CN(C)Cc1cc(C(C)(C)C)c(O)c(C(C)(C)C)c1,7
CC(=O)OC(C(=O)N1CCN(c2ccc(F)cc2)CC1)c1ccccc1 (centres undefined),3
CCc1[nH]c(=O)c(C#N)c2c1CCCC2,-5
CCC(Sc1nc2cc3c(cc2c(=O)n1Cc1ccco1)OCO3)C(=O)Nc1ccccc1OC (centres undefined),3
Cc1ccc(-c2nnn(CC(=O)NCC3CC3)n2)o1,-1
COc1ccc(CCn2c(NCCCN3CCOCC3)nc3c2c(=O)[nH]c(=O)n3C)cc1,9
CCCNC(=O)CCn1c(-c2ccc(C)cc2)cc(C(=O)OCC)c1C,3
O=C(O)c1ccc2c(c1)C(c1ccccc1)OC2=O (centres undefined),-2
CC1(C)CC(=O)C=C(NCc2cccnc2)C1,-8
Cc1nnsc1S(=O)(=O)Cc1ccccc1Cl,11
CN1CC=C2C(C#N)=C(N)C(C#N)(C#N)C(CCc3ccccc3)C2C1 (centres undefined),-18

(continued)
SMILES	RAD54 inh
COC(=O)c1ccc(Nc2cc(C)nc(-c3ccccc3O)n2)cc1	-5
Nc1nc2c(F)cccc2s1	10
Cc1cc(=O)oc(C)c1C(=O)NCCc1ccc(F)cc1	-2
O=C(Nc1ccccc1)NC1(C(=O)N2CCN(c3ncccn3)CC2)CCCCC1	-4
Cc1cccc(Nc2ccccc2C(=O)NCc2ccco2)c1C	4
COc1cc(/C=C/C(=O)N(C)c2ccccc2C(=O)O)cc(OC)c1OC	-14
COc1cccc(NC(=O)c2oc3ccccc3c2NC(=O)c2ccc3c(c2)OCO3)c1	12
O=C(NN=C1CCCCCC1)C(=O)Nc1cccc(Br)c1	-3
Cc1ccc(Nc2nc(-c3c(C)nc4ncccn34)cs2)cc1	4
CC1=Nn2c(nnc2-c2cccs2)SC1	0
O=C1C=C(NCc2ccc(Cl)cc2)CC(c2ccco2)C1 (centres undefined)	-1
Cc1c(C#N)c2ccccc2n1CC(=O)NCc1cccnc1	5
COc1ccc(S(=O)(=O)NC(CC(=O)NCc2ccccc2OC)c2ccco2)cc1 (centres undefined)	-4
O=C(NC1CC2CCCC(C1)N2C(=O)N1CCCCC1)C1CCCCC1 (centres undefined)	4
Cc1ccc2[nH]c3c(=O)n(Cc4ccncc4)cnc3c2c1	11
CCOCCN(C(=O)COC)c1cccc(OC)c1	-16
CCOc1cc2c(C#N)c(N3CCNCC3)nc(N)c2c(N)n1	19
Cc1cccc(OCCCC(=O)Nc2ccc(S(=O)(=O)N3CCCC3)cc2)c1	2
CC(=O)N/N=C/c1cc([N+](=O)[O-])ccc1OCCOc1ccccc1	-10
NC(=O)c1nsc(C(=O)N(CC(=O)NCc2ccc(F)cc2)Cc2ccco2)c1N	2
O=C(NCc1ccc(F)cc1)C1C2C=CC3(CN(Cc4cccnc4)C(=O)C13)O2 (centres undefined)	-6
Cc1ccccc1N1C(=O)C(Cl)=C(N2CCCCCC2)C1=O	-5
C=CCNCCOc1ccccc1-c1ccccc1	-1
Fc1ccccc1C(c1nnnn1Cc1ccc2c(c1)OCO2)N1CCN(Cc2ccco2)CC1 (centres undefined)	-6
CN(Cc1ccccc1)C(=O)c1[nH]cnc1C(=O)N[C@@H](Cc1ccccc1)C(=O)OCc1ccccc1	-2
COc1cc(C2=NOC(C(=O)NCc3ccccn3)C2)cc(OC)c1OC (centres undefined)	-2
CS(=O)(=O)N(CC(=O)NCc1ccco1)c1ccccc1Cl	9
Cc1ccc(C)c(OCC(O)CN2C(C)CCCC2C)c1 (centres undefined)	-9

Compound activity from PubChem.

An excerpt (hit frequency here may not be typical).
